High-throughput results deposited in PubChem BioAssay by Sanford-Burnham Center for Chemical Genomics.
SENP7 inh: blocks the human protease SENP7; AID 434973; 330,000 compounds, 1.5% hits; inhibition, % at 5 µM; Q9BQF6; recombinant SENP7, Z-RLRGG-aminoluciferin luminescence, 40 min;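 active = inhibition above about 50% at the single test dose, limit read from the data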;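 note: plate controls were DMSO with enzyme for no effect and no enzyme buffer wells for full effect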
Target sequence (Q9BQF6 706-1050 limits assumed): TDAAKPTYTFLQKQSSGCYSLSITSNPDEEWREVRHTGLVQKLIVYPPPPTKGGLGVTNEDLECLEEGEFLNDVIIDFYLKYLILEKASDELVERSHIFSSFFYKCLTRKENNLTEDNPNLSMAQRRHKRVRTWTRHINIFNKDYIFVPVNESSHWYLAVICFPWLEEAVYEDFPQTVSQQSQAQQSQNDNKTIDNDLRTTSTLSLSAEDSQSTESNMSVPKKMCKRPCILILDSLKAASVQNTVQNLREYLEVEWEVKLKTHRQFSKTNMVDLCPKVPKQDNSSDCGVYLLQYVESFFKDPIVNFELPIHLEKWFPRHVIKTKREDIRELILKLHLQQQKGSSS
SENP6 inh: SENP6 protease inhibition. Q9GZR1. Recombinant SENP6 catalytic domain, aminoluciferin luminescence. inhibition, % at 10 µM. 330,000 compounds, 1.8% hits;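 active = inhibition above about 50% at the single tested dose, limit read from the data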;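 note: plate controls were DMSO wells with enzyme for no effect and DMSO wells lacking enzyme for full effect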
ATG4B inh: inhibitors of human ATG4B cysteine protease; Q9Y4P1; ATG4B cleavage of LC3-PLA2, NBD-HPC fluorescence, 1 h; inhibition, % at 8.33 µM; 340,000 compounds, 0.51% hits; AID 504462; in the data active = inhibition above about 40%
Target sequence (Q9Y4P1 whole entry, looked up): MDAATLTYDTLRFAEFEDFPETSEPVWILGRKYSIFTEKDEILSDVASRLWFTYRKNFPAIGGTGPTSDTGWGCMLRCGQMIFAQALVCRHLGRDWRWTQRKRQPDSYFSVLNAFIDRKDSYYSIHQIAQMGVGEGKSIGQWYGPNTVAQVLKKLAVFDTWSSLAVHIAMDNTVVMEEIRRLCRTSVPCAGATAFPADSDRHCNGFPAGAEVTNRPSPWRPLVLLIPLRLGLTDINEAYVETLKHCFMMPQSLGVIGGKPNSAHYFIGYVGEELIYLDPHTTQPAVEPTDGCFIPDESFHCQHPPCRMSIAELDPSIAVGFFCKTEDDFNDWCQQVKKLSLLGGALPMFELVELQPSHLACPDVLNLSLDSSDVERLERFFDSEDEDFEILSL
SENP8 inh: blocks human SENP8 cleavage of Nedd8 substrate; Q96LD8; recombinant SENP8, Nedd8 substrate fluorescence; inhibition, % at 20 µM; 360,000 compounds, 0.64% hits; AID 602440; in the data active = inhibition mostly above about 40%, no sharp cut-off; inactive = mostly below about 27%
Target sequence (Q96LD8 whole entry, looked up): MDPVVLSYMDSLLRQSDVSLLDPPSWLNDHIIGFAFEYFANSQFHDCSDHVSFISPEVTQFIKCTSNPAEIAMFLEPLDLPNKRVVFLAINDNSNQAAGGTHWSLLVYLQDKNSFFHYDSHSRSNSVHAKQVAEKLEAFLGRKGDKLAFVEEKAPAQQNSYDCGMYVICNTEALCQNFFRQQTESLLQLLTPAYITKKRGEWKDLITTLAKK
HKDC1 inhibitor: blocks human hexokinase HKDC1 activity; inhibition, % at 20 µM; Q2TB90; 340,000 compounds, 0.16% hits; recombinant HKDC1, G6PDH/diaphorase resazurin coupled fluorescence;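 active = inhibition above about 35% when tested at 20 µM, limit read from the data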;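 note: plate controls were DMSO wells with enzyme for no effect and DMSO wells lacking enzyme for full effect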
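Assay system: recombinant HKDC1 hexokinase; detection: coupled resazurin fluorescence, excitation 525 nm, emission 613 nm; benchmarks: DMSO-plus-enzyme-mix negative control, buffer-substituted positive control; compound dosing: single 20 µM dose; schedule: 90 min at room temperature in dark; also added: glucose plus 1 mM ATP as hexokinase substrates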
MPTP inh: blocks calcium-induced mitochondrial swelling; isolated mouse mitochondria, Ca2+ swelling absorbance, 30 min; inhibition, % at 10 µM; 360,000 compounds, 1.4% hits;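 active = inhibition of 50% or more, scaled per plate between neutral and stimulator controls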;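 note: 0% = DMSO wells given calcium and 100% = 1 mM EGTA wells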
PfGluPho inh: PfG6PD (Plasmodium falciparum) enzyme inhibition; 350,000 compounds, 0.78% hits; PfGluPho enzyme, NADPH resazurin-diaphorase fluorescence; inhibition, % at 20 µM;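 active = inhibition reaching at least a set limit at 20 µM in the primary screen, cut at about 59% in these data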;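 note: 0% = DMSO wells with substrate and 100% = DMSO wells lacking glucose-6-phosphate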
GRIN3A LBD mod: NR3A (human) ligand-binding domain modulation; NR3A LBD differential scanning fluorimetry, Tm shift; 0% = protein alone, 100% = glycine-bound protein; Tm shift relative to glycine control, % at 25 µM; 340,000 compounds, 2.5% hits;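 active = melting temperature shift of at least 10% of the positive control shift, at one fixed dose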
* = called active by the depositor; . = no result given. An unsorted share of the library; 6.9% or so of the library scored in one or more.

SMILES	SENP7 inh	SENP6 inh	ATG4B inh	SENP8 inh	HKDC1 inhibitor	MPTP inh	PfGluPho inh	GRIN3A LBD mod
Cc1cc(C)n(-c2ccc(C(=O)OCC(=O)Nc3ccc(Cl)cc3[N+](=O)[O-])cc2)n1	6	-9	2	14	-5	12	-7	1
CN(C)CCNc1oc(-c2ccccc2F)nc1C#N	-3	-7	-1	-414	-9	-2.2	12	0
CCOC(=O)N1CCN(C(=O)c2ccc3c(c2)N(Cc2cc(C)ccc2C)C(=O)c2ccccc2S3=O)CC1 (centres undefined)	9	15	-5	16	-2	-1.6	28	-4
COc1ccc(N2CCN(C(=O)C3CCN(S(=O)(=O)c4cccs4)CC3)CC2)cc1	3	-1	-8	0	-4	-1.0	0	0
CCC(=O)c1ccc(N2CCN(C(=O)c3ccc(F)cc3)CC2)c(F)c1	2	17	-2	-29	0	1.2	2	-2
Cc1cc(C)c(NC(=O)c2ccc3c(c2)NC(=O)C(C)S3)c(C)c1 (centres undefined)	4	-7	-12	7	-5	1.3	10	-2
O=C(c1ccc(S(=O)(=O)c2cccc(Cl)c2)c([N+](=O)[O-])c1)N1CCN(Cc2ccccc2)CC1	-5	0	-11	-4	10	48	9	-4
Cc1ccc(C(C)C)c(OCC(=O)N/N=C/c2cccn2C)c1	7	-11	-2	-2	1	6.3	9	-1
C=CCn1c(N)c(C(=O)NCC2CCCO2)c2nc3ccccc3nc21 (centres undefined)	23	91*	0	-274	5	0.6	29	-1
O=C(C1=NN[C@@H]2C(=O)N(c3cccc(C(F)(F)F)c3)C(=O)[C@H]12)C(c1ccccc1)c1ccccc1	-3	-11	27	18	-8	8.4	11	16*
Cc1cc(C)cc(-n2nnnc2SCC(=O)Nc2nc(-c3ccc(F)cc3)cs2)c1	0	-6	-20	14	9	19	8	.
O=C(COC(=O)c1sc2ccccc2c1Cl)NCC1CCCCC1	6	-8	36	6	-7	0.6	2	1
CCNC(=S)N1CCN(S(=O)(=O)c2ccccc2C(F)(F)F)CC1	7	10	-6	16	-6	-0.9	-10	1
O=C(NNC(=O)c1cc(-c2ccc(Cl)cc2Cl)nc2ccccc12)Nc1ccccc1	17	-2	9	-41	7	2.7	4	30*
CSc1ccccc1C(=O)C1CCCN(C(=O)NC(C)C)C1 (centres undefined)	5	21	-7	10	-6	0.1	-2	-1
Cc1ccnc(NC(=O)c2cc3ccccc3o2)c1	99*	94*	-17	-4	-1	-0.7	39	0
CCn1c(SCC(=O)N2CCC(C)CC2)nnc1-c1ccc(S(=O)(=O)N2CCN(C)CC2)cc1	-6	3	-3	3	-1	0.4	-17	3
OC1(c2ccccc2F)CCN(Cc2nnnn2Cc2ccc(F)cc2)CC1	1	-14	-2	19	-1	-0.5	-2	1
CC(=O)NCC(=O)NC1(C(=O)NC2CCCC2)CCCCC1	2	-1	-9	11	-2	0.4	-1	6
O=C(c1ccc(COc2ccc3c(c2)CCC3)o1)N1CCN(c2ccccc2)CC1	4	-3	0	8	22	3.3	5	2
CC(C)(C)c1ccc(OCCC(=O)Nc2cccc(S(=O)(=O)NC3=NCCCCC3)c2)cc1	0	-2	-5	6	6	-0.6	2	-6
O=[N+]([O-])c1ccccc1NCCNc1ncc(C(F)(F)F)cc1Cl	-1	-15	-3	30	-2	5.6	15	-22
CCCC(=O)Nc1ccc2nc(SCC(=O)Nc3nccs3)sc2c1	3	-9	-3	24	-2	-0.7	7	4
C=CCn1c(Br)nc2c1c(=O)n(C)c(=O)n2C	0	-11	3	9	-13	-0.6	5	0
CCN1CCN(S(=O)(=O)c2ccc(Cl)c(C(=O)N(C)C(c3ccccc3)c3ccccc3)c2)CC1	-6	0	-3	4	0	-1.2	10	-2
CCc1ccccc1NC(=O)Nc1cccn(Cc2ccccc2F)c1=O	0	-29	23	-398	9	-0.5	19	5
CCC1CCc2sc(C(=O)OCC(=O)N(CCOC)c3c(N)n(Cc4ccccc4)c(=O)[nH]c3=O)cc2C1 (centres undefined)	8	-3	-23	-13	0	-1.3	-8	-4
Cn1cccc1/C=C1\SC(=S)N(NC(=O)c2cccc(Cl)c2)C1=O	.	.	1	20	-6	1.6	-18	13*
CC[C@H](C)[C@@H](C(=O)N1CCNCC1)n1cc([C@@H](N)CC(C)C)nn1	0	2	0	10	0	0.7	-12	3
CCC(=O)Nc1cccc(C2=NOC3(C2)C[C@@H](C(N)=O)N(C(=O)C(c2ccccc2)c2ccccc2)C3)c1 (some centres undefined)	-1	-4	-16	4	-1	-2.2	6	-3

GRIN3A LBD mod, hit marks shown above.
Structure,SENP7 inh,SENP6 inh,ATG4B inh,HKDC1 inhibitor,MPTP inh,PfGluPho inh,GRIN3A LBD mod
O=C(C1=NN[C@@H]2C(=O)N(c3cccc(C(F)(F)F)c3)C(=O)[C@H]12)C(c1ccccc1)c1ccccc1,-3,-11,27,-8,8.4,11,16*
O=C(NNC(=O)c1cc(-c2ccc(Cl)cc2Cl)nc2ccccc12)Nc1ccccc1,17,-2,9,7,2.7,4,30*
Cn1cccc1/C=C1\SC(=S)N(NC(=O)c2cccc(Cl)c2)C1=O,.,.,1,-6,1.6,-18,13*

(listing goes on)
SMILES	SENP7 inh	SENP6 inh	ATG4B inh	SENP8 inh	HKDC1 inhibitor	MPTP inh	PfGluPho inh	GRIN3A LBD mod
CCN(CC)S(=O)(=O)c1ccc(O)c(C(=O)OCC(=O)N(C)Cc2ccccc2)c1	4	-10	5	-224	0	-3.3	-15	-7
C[C@@H](C(=O)N=c1sc2ccccc2n1C)N1C(=O)C2CC=CCC2C1=O (some centres undefined)	.	.	-5	-1	0	-1.2	4	2
Cc1cc(NC(=O)COC(=O)c2ccco2)no1	-11	-1	-2	19	-2	-0.4	18	0
CC(=O)Nc1ccc2nc(C3CCCCC3)[nH]c2c1	-6	-4	-12	9	-2	-0.4	10	0
CCOC(=O)NNc1ccc(C(F)(F)F)cn1	-8	-1	6	20	-4	1.4	-7	2
N#Cc1ccccc1NC(=O)C(=O)NCC1CCCN1S(=O)(=O)c1cccs1 (centres undefined)	8	-14	-1	10	3	0.6	-10	0
COc1ccc(-n2c(=O)n(Cc3ccccc3)c(=O)c3[nH]cnc32)cc1	-9	-12	-7	3	-2	2.5	-4	1
CC(=O)NC(Cc1ccccc1)C(=O)OCC(=O)c1ccc(Br)cc1 (centres undefined)	1	13	31	10	-2	0.1	-15	1
COc1ccc(Cc2noc(CN(C)CCN3CCc4ccccc4C3)n2)cc1OC	2	0	9	7	3	1.5	-13	1
Cc1cnc(Sc2ncccc2[N+](=O)[O-])nc1	13	16	7	6	-5	-0.1	9	-5
CCCC(=O)NC(=S)Nc1c(C)cc(Br)cc1C	13	1	-8	12	-1	0.1	3	0
O=C(NC(=S)Nc1ccc(N2CCOCC2)cc1)c1ccc2c(c1)OCCO2	-1	5	-14	13	-6	1.3	14	-1
O=C(COC(=O)c1ccc(S(=O)(=O)NCc2ccco2)cc1)NC1CCCCCC1	-1	2	-9	6	-3	3.9	-1	1
CC(NC(=O)c1cc(-c2cccs2)on1)c1ccccc1 (centres undefined)	-7	7	3	13	-3	-0.4	-12	1
O=C1c2ccccc2NC(c2cccc(O)c2)N1Cc1ccco1 (centres undefined)	-7	-8	-1	-432	-1	0.8	15	-2
COc1ccc(CN2CCN(Cc3cc4ccccc4o3)CC2CCO)c(F)c1 (centres undefined)	-3	10	-10	10	0	-1.1	-1	1
C/C(=N\NC(=O)c1ccc2c(c1)OCO2)c1ccc(O)cc1	11	6	3	-20	-7	1.8	-6	-3
Cc1cc(C)n(-c2ccc(C(=O)OCC(=O)Nc3ccccc3F)cc2)n1	-1	-13	-8	6	1	-1.8	-10	-1
Cc1cc2cc(CNC(=O)c3ccc(C)c([N+](=O)[O-])c3)ccc2[nH]1	2	-2	3	4	-1	0.0	11	0
Cc1cc(C)c2c(-n3cccc3)c(C(=O)NNS(=O)(=O)c3ccccc3)sc2n1	0	-15	-11	3	4	1.1	-14	0
CCOC(=O)C1CCCN(Cc2nc(N)nc(Nc3ccccc3OC)n2)C1 (centres undefined)	3	-1	-5	-14	4	-0.4	-3	-1
Cc1cccc(C(=O)OCC(=O)NC(C)C2CC3CCC2C3)c1O (centres undefined)	5	-6	4	-8	3	0.9	7	-6
O=C(O)C1CCCN1c1ncnc2ccccc12 (centres undefined)	1	-18	3	9	-10	-1.5	7	-1
CN(C)C(=O)c1ccccc1-c1ccccc1	9	0	-15	24	-8	-0.9	10	-1
Clc1cccc(Cl)c1/C=C/c1ccn[nH]1	8	-27	-11	18	2	2.1	-6	-1
COc1ccc(C2(CNC(=O)c3cc([N+](=O)[O-])cc([N+](=O)[O-])c3)CCCC2)cc1OC	3	-9	6	26	-8	1.4	4	-1
CC(C)=NNc1nc(-c2ccc([N+](=O)[O-])cc2)cs1	5	-9	-1	21	-7	3.3	5	-1
COCCNc1oc(COc2cccc(C)c2)nc1C#N	-6	-10	4	25	1	1.3	-6	3
CC(=O)N1CCN(c2ccc(NC(=S)NC(=O)c3ccc(C)c([N+](=O)[O-])c3)cc2)CC1	-3	-22	-4	27	-2	8.8	8	-1
COCC(C)NC(=O)c1cc(OC)cc(OC)c1 (centres undefined)	6	-2	-6	28	-7	-0.3	9	-1
CCOc1ccc(C(NC(=O)/C=C/c2ccco2)c2ccc(OC)c(OC)c2)cc1 (centres undefined)	-6	-14	-13	9	1	1.1	31	10*
NC(=O)c1nsc(C(=O)N(c2cccc(F)c2)C(C(=O)NCC2CCCO2)c2cccs2)c1N (centres undefined)	-2	-5	8	-372	0	-1.9	11	-1
COC(=O)CC1C(=O)NCCN1C(=O)CSc1nnc(Nc2ccc(C)cc2)s1 (centres undefined)	3	-11	-5	6	-4	-1.6	18	1
CCn1c(Nc2ccccc2Cl)nc2ccccc21	2	1	-3	10	-6	0.6	36	-5
CC(C)c1nnc(NC(=O)Cc2ccc(Br)cc2)s1	0	-19	-9	8	-3	-0.2	-8	-3
CCc1ccccc1N(CC(=O)NCCc1ccccc1)C(=O)CCC(=O)Nc1ccccn1	4	-6	-5	19	-4	-1.7	-5	0
S=c1[nH]nc(-c2ccccn2)n1/N=C/c1ccc(Cl)c(Cl)c1	-1	4	5	3	0	0.9	32	3
Cc1ccc(S(=O)(=O)CCC(=O)NCc2ccccc2)cc1	3	-3	-5	14	-10	3.2	2	2
COc1cc(OC)c2ccc(=O)oc2c1C(CCN1CCN(c2ccccc2)CC1)c1ccc(N(C)C)cc1 (centres undefined)	-1	0	-2	7	0	-1.2	6	2
CCOc1ccc(NS(=O)(=O)c2cc(C(=O)N3CCN(c4ccccc4O)CC3)ccc2Cl)cc1	0	-17	-4	20	7	-2.9	-12	-2
CCC(C)[C@H](NC(=O)NCc1ccc(Cl)cc1)C(=O)O (some centres undefined)	1	-1	0	27	-5	0.3	1	2
COc1ccc(CS(=O)(=O)c2ncn[nH]2)cc1	2	3	-1	21	-8	-0.2	-3	1
COCCSc1nnc(NC(=O)C2CC(=O)N(CCc3ccc(F)cc3)C2)s1 (centres undefined)	10	-10	-6	10	2	0.8	-2	-2
COc1cc(C(C)=O)ccc1OCC(=O)Nc1ccc(Cl)c(S(=O)(=O)N2CCOCC2)c1	-2	-20	-16	-14	-2	-1.3	13	3
O=c1c2nccnc2[nH]c(=S)n1Cc1ccccc1	-7	-20	-2	6	-1	2.1	8	-3
